Assay outcomes: PubChem BioAssay, National Center for Advancing Translational Sciences (NCATS)
MBNL1-CUG inh: inhibitors of human MBNL1 binding to CUG repeat RNA; TR-FRET MBNL1-His/biotin-(CUG)12 binding, 665/545 ratio; Potency, µM (titrated, usually from 57.5 µM), for the others: at the highest dose activity change, negative = inhibition, most hits filed as inhibitors; AID 2675; hit rate 0.036% among 280,000; active = well fitted inhibition curve with a large enough effect in the signal ratio, with a control signal flat, not every such curve was filed as active; inconclusive = small, poorly fitted or top-dose-only effect, or effect the other way, or a change in a side signal; inactive = no such curve, though single readings can be large or run the other way; the % refers to the signal ratio; note: potency is the fitted concentration of half-maximal effect; % is set by controls: 0 for no effect and ±100 for the full control effect
Target sequence (Q9NR56 whole entry, looked up): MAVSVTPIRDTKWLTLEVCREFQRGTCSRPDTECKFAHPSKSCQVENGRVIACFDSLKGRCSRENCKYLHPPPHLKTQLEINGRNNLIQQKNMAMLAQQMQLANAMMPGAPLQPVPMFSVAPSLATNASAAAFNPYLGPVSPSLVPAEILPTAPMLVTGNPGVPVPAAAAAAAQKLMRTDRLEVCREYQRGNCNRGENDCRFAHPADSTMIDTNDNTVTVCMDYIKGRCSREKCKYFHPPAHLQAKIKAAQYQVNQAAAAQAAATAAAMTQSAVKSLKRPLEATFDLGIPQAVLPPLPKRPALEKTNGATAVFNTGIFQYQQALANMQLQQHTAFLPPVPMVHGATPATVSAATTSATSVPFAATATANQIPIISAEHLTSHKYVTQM
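Inhibition of protein-RNA binding appears as loss of TR-FRET between terbium anti-His antibody on MBNL1-His and streptavidin-XL665 on biotin-(CUG)12. Activity is normalized to buffer-only and uninhibited-complex controls.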
Mito fusion yeast: mitochondrial division inhibition or fusion activation. S. cerevisiae fusion-defective mutant growth rescue, CellTiterGlo 48 h. Potency, µM (series often up to 46.1 µM), for the others: at the highest dose growth rescue (activation), actives largely listed as activators. hit rate 0.23% among 320,000;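 note: potency is the fitted concentration of half-maximal effect; % of control where 0% means no effect; nearly all actives have a fitted effect of over 45% in size; temperature-sensitive fusion mutants such as fzo1-1 at 37 °C on non-fermentable ethanol glycerol medium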
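Temperature-sensitive fusion-defective S. cerevisiae (e.g. fzo1-1, mgm1-5) were grown with compound in YPEG medium (3% ethanol, 3% glycerol) for 48 hours at 37C. Growth rescue was measured as viability by CellTiterGlo luminescence after 10 minutes at ambient.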
Menin MLL FP TR: displaces Texas Red mutant MLL peptide from human menin. O00255. Menin + Texas Red MLL mutant peptide, fluorescence polarization. Potency, µM (doses to about 61.6 µM), without a hit: at the top dose FP activity change, negative = inhibition, hits mostly inhibitors. hit rate 0.23% among 270,000; active = well fitted inhibition curve with a large enough effect in the polarisation, with a control signal flat, not every such curve was filed as active; inconclusive = small, poorly fitted or top-dose-only effect, or effect the other way, or a change in a side signal; inactive = no such curve, though single readings can be large or run the other way; the % refers to the polarisation; note: potency is the fitted concentration of half-maximal effect; % of control where 0% means no effect; many of its hits are not listed in these tables
VP16 counter: inhibits Gal4-VP16 luciferase reporter, ROR gamma counter-screen. Drosophila S2 Gal4-VP16 UAS-luciferase, luminescence, 20 h. Potency, µM (doses to about 53.6 µM), inactives show top-dose activity, negative = inhibition, hits mostly inhibitors. hit rate 3.5% among 310,000. AID 2546;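 note: Gal4-VP16 expression switched on by copper sulfate through the metallothionein promoter; potency is the fitted concentration of half-maximal effect; % is set by controls: 0 for no effect and ±100 for the full control effect; nearly all actives have a fitted effect of over 50% in size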
Rab9 promoter act: activators of Rab9 promoter. Potency, µM (highest dose often 9.22 µM), without a hit: at the top dose activation, negative = inhibition, hits mostly activators. hit rate 2.8% among 320,000. Huh7 Rab9 promoter-luciferase reporter, luminescence, 24 h. AID 485297; note: potency is the fitted concentration of half-maximal effect; % of control where 0% means no effect; nearly all actives have a fitted effect of over 60% in size
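Huh7 reporter line, Rab9 promoter upstream of luciferase. Compound exposure 24 h at 37 °C in reduced-serum medium with 10% FBS. Read-out: luminescence.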
KCNH2 3.1 inh: inhibitors of human KCNH2 3.1 potassium channel isoform; U2OS KCNH2 3.1, thallium flux FluxOr; hits give low values; AID 720553; activity change, % (tested at about 1.8 µM); hit rate 0.95% among 340,000;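 active = maximum activity change below -70%; inconclusive = maximum activity change from -70% to -50%; inactive = maximum activity change above -50%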;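 note: thallium influx rate constant from kinetic fluorescence after stimulation buffer; % is set by controls: 0 for no effect and ±100 for the full control effect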
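We transduce U2OS cells with the mutant 3.1 virus, culture them overnight, load FluxOr with Red40 quencher for 45 min, then add stimulation buffer and read kinetically for 2 min to derive a normalized rate constant.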
PKM2 activator: PKM2 (human) enzyme activation; P14618; purified PKM2, Kinase-Glo ATP luminescence, activation; response scale: 0% is enzyme alone, no compound; Potency, µM (titrated, usually from 57.5 µM), for inactives: at the highest dose activation, hits mostly activators; hit rate 0.34% among 260,000; AID 1631; note: potency is the fitted concentration of half-maximal effect; % is set by controls: 0 for no effect and ±100 for the full control effect; nearly all actives have a fitted effect of over 55% in size
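ATP formation by purified human PK-M2, quantified via coupled luciferase luminescence after 1 h at room temperature with 0.1 mM ADP and 0.5 mM PEP final.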
NPC1 prom act: NPC1 promoter activation; Huh7 NPC1 promoter luciferase reporter, 24 h; Potency, µM (doses to about 9.22 µM), for the others: top-dose activation, usual class: activators; hit rate 2.4% among 320,000; AID 485313;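 note: potency is the fitted concentration of half-maximal effect; % of control where 0% means no effect; nearly all actives have a fitted effect of over 60% in size; reporter is driven by a mutant NPC1 promoter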
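Huh7 cells stably carrying NPC1 promoter–luciferase, plated in Opti-MEM with 10% FBS for 2 h, were exposed to compound in DMSO for 24 h at 37 °C; luciferase reagent was added for 10 min and luminescence read.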
ELG1 repair inh: inhibitors of ELG1-dependent DNA repair in HEK293T cells. HEK293T ELG1-luciferase reporter, luminescence, 16 h; DNA damage induced by 5-fluorouridine. Potency, µM (highest dose often 46.1 µM), inactives show at the highest dose activity change, negative = inhibition, hits mostly inhibitors. hit rate 2.3% among 330,000. AID 504467; note: potency is the fitted concentration of half-maximal effect; % is set by controls: 0 for no effect and ±100 for the full control effect; nearly all actives have a fitted effect of over 55% in size
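Luminescence from the luciferase reporter, measured 30 min after ONE-Glo reagent at room temperature, was the read-out. Beforehand, 2,000 cells per well were exposed for 16 hr at 37 °C to 5-fluorouridine together with compound or vehicle.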
FLuc modulator: counter-screen for miR-21 project: firefly luciferase inhibitors or activators | purified FLuc, Km substrates, luminescence inhibition | Potency, µM (highest dose often 57.5 µM), without a hit: at the top dose activity change, negative = inhibition, usual class: inhibitors | hit rate 6.9% among 360,000 | AID 588342;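 note: potency is the fitted concentration of half-maximal effect; plate controls were vehicle for no effect and reference inhibitor for full effect; nearly all actives have a fitted effect of over 55% in size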
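Purified P. pyralis luciferase, 10 nM final, with Km-level 10 uM D-luciferin and 10 uM ATP in 50 mM Tris acetate pH 7.5, 10 mM Mg acetate, 0.01% Tween-20, 0.05% BSA; 6-point qHTS titration about 60 µM downward; luminescence read.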
RORg inh: inhibitors of mouse ROR gamma transcriptional activity; P51450; Drosophila S2 Gal4-RORgamma UAS-luciferase reporter, 20 h; Potency, µM (top dose mostly 53.6 µM), inactives show top-dose activity change, negative = inhibition, usual class: inhibitors; hit rate 5.4% among 310,000; AID 2551; note: potency is the fitted concentration of half-maximal effect; % is set by controls: 0 for no effect and ±100 for the full control effect; nearly all actives have a fitted effect of over 60% in size
Target sequence (P51450 whole entry, looked up, the tested form may be a part): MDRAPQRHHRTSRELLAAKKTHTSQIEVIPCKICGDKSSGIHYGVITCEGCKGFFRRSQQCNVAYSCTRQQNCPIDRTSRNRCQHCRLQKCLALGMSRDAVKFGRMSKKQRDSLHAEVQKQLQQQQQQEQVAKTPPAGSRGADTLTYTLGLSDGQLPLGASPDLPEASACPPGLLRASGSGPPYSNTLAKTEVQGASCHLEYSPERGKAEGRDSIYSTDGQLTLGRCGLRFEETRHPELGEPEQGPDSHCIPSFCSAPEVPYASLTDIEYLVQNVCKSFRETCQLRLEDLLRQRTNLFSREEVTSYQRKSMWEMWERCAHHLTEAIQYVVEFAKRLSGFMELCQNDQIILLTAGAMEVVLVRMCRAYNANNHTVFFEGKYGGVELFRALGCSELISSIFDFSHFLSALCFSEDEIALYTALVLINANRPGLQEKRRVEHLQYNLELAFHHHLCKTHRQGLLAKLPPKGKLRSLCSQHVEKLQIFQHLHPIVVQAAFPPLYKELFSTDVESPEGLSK
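ROR gamma transcriptional activity was tracked as Gal4-UAS luciferase output in stably transfected Drosophila Schneider cells, with compound added 1 hr before 700 uM copper sulfate induction and a 20 hr ambient-temperature incubation.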
* = called active by the depositor; ? = inconclusive; · = no result given; [ ] = remark or other dose. Unless noted, calls come from the whole dose curve; as a rule, active = well fitted curve in the direction sought with a large enough effect; inconclusive = small, poorly fitted or top-dose-only effect, or another doubt; inactive = no such curve, though single readings can be large; an effect the other way counts as inactive or inconclusive.

SMILES | MBNL1-CUG inh | Mito fusion yeast | Menin MLL FP TR | VP16 counter | Rab9 promoter act | KCNH2 3.1 inh | PKM2 activator | NPC1 prom act | ELG1 repair inh | FLuc modulator | RORg inh
Cc1ccc(S(=O)(=O)NCCc2nnc3ccc(SCC(=O)Nc4nc(C)cs4)nn23)cc1 | -15% | -2% | 4% | 3% | 1% | 9 | 8% | -1% | -1% | 5% | -1%
CC(C)(C)NC(=S)N/N=C/c1cccnc1 | 2% | -4% | · | 10µM* | -8% | 3 | -2% | -6% | 12% | -1% | 5.6µM*
S=c1[nH]nc(COc2ccc(Cl)cc2)n1Cc1ccccc1 | 2% | 1% | -18% | ? | -1% | -1 | -1% | -3% | -12% | -11% | 2.5µM*
O=C(CCl)Nc1cccc2ncccc12 | -4% | -21% | -8% | ? | -7% | -3 | 10% | -14% | 26µM* | -2% | 18µM*
O=C(c1ccc2c(c1)N(Cc1ccc(F)cc1)CCS2)N1CCOCC1 | 13% | 0% | · | 16% | 0% | 14 | · | 1% | 8% | 4% | -22%
COc1ccccc1NS(=O)(=O)c1cc(NC(=O)C(C)C)ccc1N1CCCCC1 | -2% | 17% | -16% | 4% | 11% | 0 | 0% | -3% | -28% | -11% | -25%
CCOC(=O)c1ccc(NC(=O)C2CC2)cc1 | -1% | 13% | -1% | 7% | ? | 1 | -2% | 21% | ? | ? | 26%[10 µM]
NC(=O)CC(NC(=O)c1ccccc1)c1ccc(N2CCC(Cc3ccccc3)CC2)c([N+](=O)[O-])c1 (stereo not given) | 8% | -1% | 51%[activator] | 11µM* | -33%[inhibitor] | 1 | 2% | -31%[inhibitor] | ? | 0% | ?
CC(C)NC(=O)C1CCN(C(=O)c2cc3sccc3n2Cc2ccc(F)cc2)CC1 | 1% | 3% | -11% | ? | -4% | -43 | -5% | -8% | 18µM* | -3% | ?
O=C(NCC(=O)N1CC(O)CC1C(=O)N1CCCC1C(=O)OCc1ccccc1)OCc1ccccc1 (stereo not given) | · | 20% | -16% | -13% | 0% | 0 | 4% | -14% | 1% | 3% | 0%
O=C(NCc1ccc(F)cc1)C1CCCN(S(=O)(=O)c2ccc(Br)s2)C1 (stereo not given) | 11% | 12% | 21% | -1% | -3% | -10 | -3% | -4% | -20% | -1% | ?
CC(C)(C)c1nnc2sc(SCC(=O)c3ccccc3)nn2c1=O | 4% | 0% | 7% | · | 10% | -3 | -4% | 7% | 0% | -1% | 2%[0.365 µM]
COc1ccccc1S(=O)(=O)Cc1ccc(C(=O)NCCCN2CCN(c3ccc(F)cc3)CC2)o1 | 0% | 9% | -18% | -12% | -5% | -17 | · | -1% | -29% | 4% | -2%
O=C(CCNC(=O)c1ccccc1Cl)Nc1nnc(C2CC2)s1 | -2% | 6% | 10% | 3% | 1% | 6 | -3% | -4% | 8% | 5% | 17%
Cc1ccc(OCC(=O)NCCNC(=O)c2cnccn2)cc1 | -4% | -3% | ? | -3% | 0% | -6 | · | -1% | 10% | -2% | 9%

Part of the list above, showing only KCNH2 3.1 inh:
| SMILES | KCNH2 3.1 inh |
| --- | --- |
| CC(C)(C)NC(=S)N/N=C/c1cccnc1 | 3 |
| S=c1[nH]nc(COc2ccc(Cl)cc2)n1Cc1ccccc1 | -1 |

Following part
SMILES | MBNL1-CUG inh | Mito fusion yeast | Menin MLL FP TR | VP16 counter | Rab9 promoter act | KCNH2 3.1 inh | PKM2 activator | NPC1 prom act | ELG1 repair inh | FLuc modulator | RORg inh
C[C@H](NC(=O)c1ccc2ccccc2c1)C(=O)N1CCC2(CC1)NCCc1[nH]cnc12 | 12% | -11% | · | -3% | -12% | 0 | · | -3% | 0% | -6% | -20%
CCn1nnnc1SCC(=O)c1cc(OC)ccc1OC | 13% | -4% | 0% | 0% | -1% | 3 | 2% | 2% | ? | -2% | -5%
CCN(Cc1ccccc1)C(=O)C(=O)c1cn(CC(=O)N2CCCC2)c2ccccc12 | 2% | -2% | · | 12% | 0% | -27 | 6% | 4% | ? | 0% | 31%
COc1cccc(CNC(=O)C2CCC(=O)N(C3CC3)C2)c1OC (stereo not given) | 6% | -1% | -9% | 0% | 0% | 0 | 9% | 1% | 20% | 1% | 0%
Cc1nc(-c2ccc(F)cc2)c(CC(=O)Nc2cc(S(=O)(=O)N3CCCCC3)ccc2C)s1 | · | -9% | · | · | -1% | -27 | · | 0% | -11% | 1% | ·
Cc1ccc(S(=O)(=O)Nc2ccc3c(c2)ncn3C(C)(C)C)cc1 | 8% | -4% | 4% | 3% | 2% | -24 | 1% | 2% | -13% | -2% | ?
Cc1ccc(NC(=O)CN(C)S(=O)(=O)c2ccc3c(c2)c(=O)n(C)c(=O)n3C)cc1 | -5% | 4% | · | 1% | -1% | -3 | · | -1% | 12% | -1% | 4%
CC1=CC(=O)C=CC1(C)C(Cl)(Cl)Cl (stereo not given) | 0% | 3% | -14% | ? | -1% | -3 | -6% | -2% | 11% | -15% | -1%
CC1=C(C(=O)OCc2ccccc2)C(c2cccc([N+](=O)[O-])c2)NC(=O)N1C (stereo not given) | ? | 9% | -21% | ? | 6% | -2 | -2%[11.5 µM] | 0% | ? | -6% | 27%
Cc1cccc(OCC(=O)N(Cc2ccc(N(C)C)cc2)C2CCS(=O)(=O)C2)c1 (stereo not given) | -5% | 3% | · | 1% | -6% | 1 | -5% | -4% | -2% | -1% | 3%
O=C(CN1CCN(S(=O)(=O)c2ccccc2)CC1)NC(=O)NCc1ccco1 | -7% | 0% | · | 19% | -1% | -4 | 1% | -4% | 10% | 2% | ?
O=C(c1cccnc1)N1N=C(C2CCCCC2)CC1(O)C(F)(F)F (stereo not given) | -19% | 1% | 0% | 0% | -10% | -2 | 5% | 1% | -4% | -4% | -14%
COC(=O)c1cc(Br)c(=O)n(-c2ccc(F)cc2)c1 | 3% | 2% | 14% | 5% | 3% | -5 | 5% | -5% | ? | 4% | -16%
O=C(NC1CCCCC1)C(c1ccc(F)cc1)N(Cc1ccc2c(c1)OCO2)C(=O)c1cnsn1 (stereo not given) | -15% | -4% | -3% | -1% | -2% | -12 | -3% | -10% | -12% | 5% | -2%
COc1ccc(N2CCN(C3CCCN(Cc4cccc(C(C)=O)c4)C3)CC2)cc1 (stereo not given) | -3% | -1% | 2% | 2% | -4% | -7 | 2% | -1% | 1% | 6% | 5%

Complete entries from above. Order of values: MBNL1-CUG inh, Mito fusion yeast, Menin MLL FP TR, VP16 counter, Rab9 promoter act, KCNH2 3.1 inh, PKM2 activator, NPC1 prom act, ELG1 repair inh, FLuc modulator, RORg inh
Listed for `Cc1ccc(S(=O)(=O)Nc2ccc3c(c2)ncn3C(C)(C)C)cc1` : 8%, -4%, 4%, 3%, 2%, -24, 1%, 2%, -13%, -2%, ?
Listed for `COc1ccc(N2CCN(C3CCCN(Cc4cccc(C(C)=O)c4)C3)CC2)cc1` (stereo not given) : -3%, -1%, 2%, 2%, -4%, -7, 2%, -1%, 1%, 6%, 5%

The list goes on:
SMILES | MBNL1-CUG inh | Mito fusion yeast | Menin MLL FP TR | VP16 counter | Rab9 promoter act | KCNH2 3.1 inh | PKM2 activator | NPC1 prom act | ELG1 repair inh | FLuc modulator | RORg inh
COc1ccc(C(C)=O)cc1COC(=O)c1ccc(S(=O)(=O)N(C)C)cc1 | -1% | -4% | 7% | 3% | 0% | 13 | -3% | -6% | 0% | -11% | 4%
COCCNC(=O)c1ccc(Cn2c(SCC(=O)NCC3CCCO3)nc3ccc(Br)cc3c2=O)cc1 (stereo not given) | 56%[activator] | 3% | 12% | -8% | 1% | -3 | · | -3% | -3% | -2% | 6%
C/C(=C/CCC(C)C1CCC2(C)C3CCC4C(C)(C)C(=O)CCC4(C)C3=CCC12C)C(=O)O (stereo not given) | 2% | -6% | · | -19% | -8% | · | -4% | 1% | ? | 3% | -13%
O=C1NCC(COCc2ccccc2)O1 (stereo not given) | 3% | 1% | 7% | -6% | -13% | -3 | 5% | -1% | 6% | -1% | -27%

Only part of the results is shown. The share of hits here may be higher or lower than overall.
